FBW7 activator – FBW7 E3 ligase activators, primary screen, biochemical, AlphaScreen, human | F-box/WD repeat-containing protein 7 (Homo sapiens), Q969H0 | AlphaScreen FBW7–phospho-cyclin E peptide binding, activator screen | normalized activity (activation), % at 26.1 µM | 650,000 compounds, 0.13% hits | AID 1259310, 2017; in the data active = normalized activity above about 1.9%;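 note: purified mutant Fbw7 with reduced substrate affinity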
Target sequence (Q969H0 whole entry, looked up): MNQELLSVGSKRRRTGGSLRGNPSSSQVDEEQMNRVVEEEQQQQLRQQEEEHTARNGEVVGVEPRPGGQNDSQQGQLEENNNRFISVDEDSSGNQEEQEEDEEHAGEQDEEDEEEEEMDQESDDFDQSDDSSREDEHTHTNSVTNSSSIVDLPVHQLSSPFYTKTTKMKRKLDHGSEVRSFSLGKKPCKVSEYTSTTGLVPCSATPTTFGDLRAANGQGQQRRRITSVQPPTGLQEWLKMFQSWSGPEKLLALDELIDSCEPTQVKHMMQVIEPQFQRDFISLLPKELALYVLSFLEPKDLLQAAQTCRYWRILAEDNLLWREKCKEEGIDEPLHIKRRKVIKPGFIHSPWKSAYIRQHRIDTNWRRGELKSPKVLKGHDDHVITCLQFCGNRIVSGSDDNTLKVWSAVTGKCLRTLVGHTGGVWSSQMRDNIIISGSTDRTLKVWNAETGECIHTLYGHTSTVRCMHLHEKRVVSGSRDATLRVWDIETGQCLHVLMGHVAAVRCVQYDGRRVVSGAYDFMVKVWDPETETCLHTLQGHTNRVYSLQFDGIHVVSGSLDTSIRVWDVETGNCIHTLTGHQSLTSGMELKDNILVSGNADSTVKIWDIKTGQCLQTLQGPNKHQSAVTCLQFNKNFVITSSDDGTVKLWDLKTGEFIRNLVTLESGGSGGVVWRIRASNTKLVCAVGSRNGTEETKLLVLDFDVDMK
MITF inh – MITF inhibitors, primary screen, biochemical, AlphaScreen, human; inhibition, % at 2.6 µM; 650,000 compounds, 0.91% hits; AlphaScreen MITF homodimerization, bead proximity signal; Microphthalmia-associated transcription factor (Homo sapiens), O75030; in the data active = inhibition above about 50%;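 note: 0% = vehicle wells with protein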
GPR151 ag – activators of human GPR151, primary screen, cell-based, PathHunter beta-arrestin, luminescence | G-protein coupled receptor 151 (Homo sapiens), Q8TDV0 | PathHunter beta-arrestin GPR151 cells | activation, % at 11.2 µM | 650,000 compounds, 1% hits; in the data active = activation above about 4.9%;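 note: 0% = median of compound wells and 100% = cells with positive control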
Target sequence (Q8TDV0 whole entry, looked up): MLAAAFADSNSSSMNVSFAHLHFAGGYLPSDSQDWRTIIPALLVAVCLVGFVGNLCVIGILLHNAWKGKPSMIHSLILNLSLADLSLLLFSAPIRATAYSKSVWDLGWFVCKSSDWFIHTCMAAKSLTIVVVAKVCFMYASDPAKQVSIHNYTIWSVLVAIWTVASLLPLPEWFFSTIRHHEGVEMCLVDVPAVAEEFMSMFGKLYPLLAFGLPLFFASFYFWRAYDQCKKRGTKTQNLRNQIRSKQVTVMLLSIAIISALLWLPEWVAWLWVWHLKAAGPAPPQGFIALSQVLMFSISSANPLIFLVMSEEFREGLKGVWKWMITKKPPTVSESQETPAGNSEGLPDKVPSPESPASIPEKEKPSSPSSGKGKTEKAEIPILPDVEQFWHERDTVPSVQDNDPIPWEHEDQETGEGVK
TEAD-YAP inh – TEAD-YAP interaction inhibition, primary screen, TEAD-YAP interaction inhibitor project, luminescence, HEK-TIYL cells | 640,000 compounds, 1.4% hits | inhibition, % at 9.12 µM | TEAD-Gal4/YAP UAS-luciferase luminescence | AID 1259422, 2018; in the data active = inhibition above about 32%;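 note: 0% = median of test compound wells and 100% = reference inhibitor wells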
Starred values were filed as active, the others as inactive; nt = no result given.

SMILES	FBW7 activator	MITF inh	GPR151 ag	TEAD-YAP inh
Cc1nc(C)n(-c2ccc(Nc3cc(-c4nn(-c5ccc(N(C)C)cc5)cc4-c4ccccc4)ccn3)cc2)n1	-0.1	2	1.1	-13
Cc1cc(C)nc(SCCN2CCOCC2)n1	1.1	3	-0.6	-1
COC(=O)C1=CN(C(C)C)C=C(C(=O)OC)C1c1cccc(Cl)c1	0.5	-11	-0.3	-12
CNC(=O)C1C2C=CC3(O2)C1C(=O)N(C1CC1)C3C(=O)NC1CCCCC1 (stereo not drawn)	0.1	12	1.0	-2
COc1ccc(NC(=O)C/C(C)=N/NC(=O)COc2ccc(Br)cc2C)cc1	0.1	10	-0.5	0
COC(=O)c1nnn(-c2ccccc2)c1C(=O)OC	0.1	14	1.1	0
CSc1cccc(C(=O)Nc2nnc(-c3ccco3)o2)c1	-0.2	-12	1.0	-7
CC(=O)Nc1ccc(NC(=O)CSc2nc3[nH]ncc3c(=O)n2-c2ccc(Cl)cc2)cc1	-0.1	-8	-0.1	12
O=C(Nc1nnc(-c2ccccc2Cl)s1)c1ccc(Cl)cc1	0.1	-4	0.7	4
CCc1ccc(S(=O)(=O)Nc2cccc(-c3cn4ccsc4n3)c2)cc1	0.1	14	0.3	0
CC(C)[C@@H](CO)Nc1ccc2ncc(-c3cccc(N(C)C)c3)n2n1	-0.5	11	0.2	4
N[C@H](C(=O)O)c1ccc(O)c(C(=O)O)c1	0.0	-11	0.6	nt
c1ccc(-c2nc3c(c(N4CCCC4)n2)CNCC3)nc1	-0.7	6	1.3	9
Cc1ccc(OCc2nnc(SCC(=O)Nc3cc(C)on3)n2C)cc1	0.0	3	-0.8	3
O=C(Nc1ccc2oc(-c3cccnc3)nc2c1)c1cccc(Br)c1	0.0	-7	-1.4	-8
COc1ccc(NC(=O)c2cc(Br)ccc2Cl)cc1	0.0	-5	1.0	-7
Cn1c(=O)n(C)c2cc(Nc3nc(N4CCOCC4)nc(N4CCOCC4)n3)ccc21	-0.1	-6	1.3	14
CNC(=S)N/N=C/c1ccccc1Cl	0.0	8	-0.9	0
O=C(CN1C(=O)CSC1=O)c1ccc(NC(=O)c2ccccc2)cc1	0.1	1	-0.7	6
COc1ccccc1CNS(=O)(=O)c1cc(Br)cnc1N	0.2	8	2.7	0
O=C(Nc1ccc(Br)cc1)c1ccc(N2C(=O)C3C4CCC(C4)C3C2=O)cc1 (stereo not drawn)	-0.1	-4	3.5	-5
CCOCCn1c2ccccc2c2nc3ccccc3nc21	0.1	-11	2.7	-19
O=C(Nc1ncnc2nc[nH]c12)c1ccccc1	0.0	-3	-0.8	-3
CCCCn1c(SCc2csc3ccc(Cl)cc23)nc2ccsc2c1=O	0.0	-6	1.7	1
Cc1nc(NC(=O)c2ccc(-c3cccc([N+](=O)[O-])c3)o2)ccc1I	0.0	0	0.5	10

Single records, as listed above:
`N[C@H](C(=O)O)c1ccc(O)c(C(=O)O)c1` is listed as FBW7 activator: 0.0; MITF inh: -11; GPR151 ag: 0.6; TEAD-YAP inh: nt
`CC(C)[C@@H](CO)Nc1ccc2ncc(-c3cccc(N(C)C)c3)n2n1` is listed as FBW7 activator: -0.5; MITF inh: 11; GPR151 ag: 0.2; TEAD-YAP inh: 4

Part of the list above, as labelled records:
CC(C)[C@@H](CO)Nc1ccc2ncc(-c3cccc(N(C)C)c3)n2n1
- FBW7 activator: -0.5
- MITF inh: 11
- GPR151 ag: 0.2
- TEAD-YAP inh: 4

COC(=O)C1=CN(C(C)C)C=C(C(=O)OC)C1c1cccc(Cl)c1
- FBW7 activator: 0.5
- MITF inh: -11
- GPR151 ag: -0.3
- TEAD-YAP inh: -12

Part of the list above in a different format:
Results follow in this order: FBW7 activator	MITF inh	GPR151 ag	TEAD-YAP inh
- CNC(=S)N/N=C/c1ccccc1Cl
→ 0.0	8	-0.9	0
- CNC(=O)C1C2C=CC3(O2)C1C(=O)N(C1CC1)C3C(=O)NC1CCCCC1 (stereo not drawn)
→ 0.1	12	1.0	-2
- CC(=O)Nc1ccc(NC(=O)CSc2nc3[nH]ncc3c(=O)n2-c2ccc(Cl)cc2)cc1
→ -0.1	-8	-0.1	12

Going on with the list.
SMILES	FBW7 activator	MITF inh	GPR151 ag	TEAD-YAP inh
CCn1c(SCCn2c(=S)n(C)c3ccccc32)nc2ccccc21	0.0	-8	1.7	-10
CC(=O)Nc1ccc(S(=O)(=O)NCCC(=O)OCC(=O)c2ccc(Cl)s2)cc1	0.1	4	0.0	-2
CC(=O)N1CC(C)Oc2cc(S(=O)(=O)N(Cc3ccccc3)C(C)C)ccc21 (stereo not drawn)	0.4	5	2.3	10
O=C(Cc1cccc2ccccc12)Nc1nnc(SCC(=O)N2CCCc3ccccc32)s1	0.0	5	0.0	-7
CC(C)Cc1nc(SCC(=O)NCc2ccccc2)n[nH]1	-0.1	-9	-0.1	5
Cc1ccc(N2CCN(C(=O)c3cc4cc(Br)ccc4oc3=O)CC2)cc1C	-0.1	7	-0.6	-1
C[C@H]1NC(=O)[C@@H]2C[C@H](NC(=O)Nc3cccc(Cl)c3Cl)CN2C1=O	0.5	11	-0.8	17
Cc1cc(NCCN2CCOCC2)nc(-c2c(C)noc2C)n1	0.3	14	-0.4	17
Cc1nc(NCCNC(=O)Cc2ccccc2)cc(-n2cccn2)n1	-0.1	-9	1.0	-7
Cc1ccc(C(C)C)c(OCC(O)CNCc2ccccc2)c1 (stereo not drawn)	0.6	10	-0.2	1
COc1ccc2sc(N(CC3CCCO3)C(C)=O)nc2c1 (stereo not drawn)	0.1	4	2.8	4
CCCCN(CCCC)S(=O)(=O)c1ccc(C(=O)Nc2nnc(-c3ccc(OC)cc3)o2)cc1	0.0	-4	0.5	-2
CC/C(=N\Nc1nc2ccccc2[nH]1)c1ccc(OC)c(OC)c1	-0.6	6	1.6	-26
COc1ccc(C2N(c3cc(Cl)ccc3OC)C(=O)C3CCCN32)c(OC)c1 (stereo not drawn)	0.1	-11	0.3	-4
COc1cccc(NC(=O)N2CCN(c3nc4ccc(Cl)cc4s3)CC2)c1OC	-0.1	-9	0.8	-20
COc1ccccc1CN1C[C@@H]2C[C@@H](c3cccc(SC)c3)N3CCC[C@@]23C1=O	-0.1	8	6.5*	-6
Cc1onc(-c2ccccc2)c1C(=O)Nc1nnc(N2C(C)CCCC2C)s1 (stereo not drawn)	-0.1	6	-1.9	0
CN1CCN(CCOCCOc2ccc(C#N)cc2)CC1	-0.1	0	-1.3	4
O=C(CCC1(Cc2ccco2)CCC(=O)N1)NCC1(c2ccccc2)CCOCC1 (stereo not drawn)	-0.1	11	-1.4	-5
COCCn1nnnc1CN1CCOCC1	0.2	17	0.1	12
Cc1cccnc1NC(=S)NC(=O)c1cncc(Br)c1	-0.1	18	0.2	-23
COc1ccc(Nc2nnc(SCc3c(C)noc3C)s2)cc1	0.0	-1	0.9	0
COc1ccc(/C=C2\SC(=S)N(CC(=O)NC(C)(C)C)C2=O)cc1OC	0.7	10	1.0	-4
COC(=O)Nc1c(SCc2ccccc2)cc([N+](=O)[O-])cc1[N+](=O)[O-]	-0.1	29	1.6	3
O=C(O)c1ccc(NC2=C(N3CCOCC3)C(=O)c3ccccc3C2=O)cc1	0.2	38	-1.4	7
The list goes on:
SMILES	FBW7 activator	MITF inh	GPR151 ag	TEAD-YAP inh
CCOC(=O)C1C(=O)C=C(c2ccc(F)cc2)CC1c1cccs1 (stereo not drawn)	-0.1	-5	0.2	-10
COc1cccc(NC(=O)CCC2CCN(C(=O)c3cccc(NC(C)=O)c3)CC2)c1	0.7	4	-0.2	-3
CN(CC(=O)Nc1ccc(Cl)c(Cl)c1)S(=O)(=O)c1ccc2ccccc2c1	-0.1	-5	-1.4	0
Cc1ccc(S(=O)(=O)NNC(=O)c2ccncc2)cc1[N+](=O)[O-]	0.0	-6	0.6	6
O=C1CCC(=O)N1OCCCOc1ccc(Cl)cc1Cc1ccccc1	0.1	-9	-0.2	-8
COc1cccc(-n2nnn(C3CC(=O)C4OCC3O4)c2=S)c1 (stereo not drawn)	-0.1	-17	-1.0	-8
CC(CC(=O)NCc1ccc2c(c1)OCO2)Cc1nc2ccccc2c(=O)[nH]1 (stereo not drawn)	0.3	-11	0.7	2
Cc1ccc(Nc2ccc(-n3ccnc3)nn2)cc1C	-0.1	14	0.4	-4
Cc1nc(N2CCCC2C(=O)NC2CCCc3ccccc32)nc2ccccc12 (stereo not drawn)	0.4	-10	-0.5	-3
c1ccc(Cc2c[nH]c3ccccc23)cc1	-0.2	6	5.3*	16
CC(=O)Nc1cccc(NC(=O)CSc2ccc(-c3ccco3)nn2)c1	0.2	11	-2.4	-3
COc1ccc(CN2CCc3nc(N4CCCC4)[nH]c(=O)c3C2)c(O)c1	0.0	-2	0.7	-4
CCN=C1SC(CC(=O)Nc2ccc(I)cc2)C(=O)N1CC (stereo not drawn)	0.1	11	0.8	-6
CN(C)c1ccc(CN2CCCC(O)C2)cc1 (stereo not drawn)	0.7	18	0.1	5
COc1ccccc1C(=O)Nc1ccc(NC(C)=O)cn1	-0.1	-5	0.0	-34
COc1ccc([N+](=O)[O-])cc1N(CC(=O)Nc1ccc(F)cc1)S(C)(=O)=O	0.0	-2	0.3	-2
CCOC(=O)c1c(-c2ccccc2)csc1NC(=O)COc1ccccc1	0.2	-4	0.8	-2
CC(=O)OC(CN(Cc1ccco1)S(C)(=O)=O)Cn1c2ccccc2c2ccccc21 (stereo not drawn)	-0.3	-1	3.9	-4
Nc1c(C(=O)OCc2ccccc2)sc2nc(-c3ccccc3)cc(C(F)(F)F)c12	0.0	-11	-0.6	8
CN(CC(=O)Nc1cccc(F)c1)S(=O)(=O)c1cccc2cnccc12	-0.1	-2	-0.5	14
OCCNCC(O)Cn1ccc2ccccc21 (stereo not drawn)	0.3	15	-0.5	2
COc1ccc(CN2CCN(C(=O)c3cc(OC)c(OC)c(OC)c3)CC2)cc1Br	1.1	52*	-1.6	-4
COC(=O)NNC(=S)Nc1cc(S(=O)(=O)N(C)C)ccc1C	0.0	-4	6.1*	-1
CC(=O)c1ccc(NC(=S)N(CCCN(C)C)Cc2cccs2)cc1	0.2	-3	-0.8	11
Cc1ccc(C2CC(c3cccs3)=NN2C(=O)CSc2nncn2C)cc1 (stereo not drawn)	-0.1	12	-0.3	-1
Next compounds:
SMILES	FBW7 activator	MITF inh	GPR151 ag	TEAD-YAP inh
CCOC1=NC(C(F)(F)F)(C(F)(F)F)N=C2Sc3ccccc3N12	0.0	-7	-1.1	7
CS(=O)(=O)N(CC(=O)NC1CCCCC1)c1ccc(F)c(Cl)c1	0.3	14	-0.8	2
O=c1c2sc(=S)n(Cc3ccco3)c2nc(SCc2ccc(F)cc2Cl)n1-c1ccccc1	-0.1	51*	-2.0	-10
O=C(CSc1nnnn1-c1ccc(O)cc1)Nc1ccc2c(c1)OC(F)(F)O2	0.1	1	0.2	2
Cc1cc(=O)[nH]c(SCC(=O)Nc2ccc(C(=O)NC3CCCCC3)cc2)n1	0.2	-7	-0.9	6
COc1ccc(-n2c3c(cc(C(=O)Nc4ccccc4F)c2=O)C(=O)CC(C)(C)C3)cc1	0.7	5	-0.1	15
CC1(C)CC(=O)C(C(C2=C(O)CC(C)(C)CC2=O)c2cccc(OCc3ccccc3)c2)C(=O)C1 (stereo not drawn)	-0.1	-15	-3.8	-16
O=C(CNc1ccc2ccccc2c1)N/N=C/c1ccc2c(c1)OCO2	0.0	20	-0.5	13
CCCn1c(O)c(C=Nc2cccnc2)c(=O)[nH]c1=S	0.3	12	-0.5	1
CCOc1ccc(CN2CCc3c(nc(N4CCC(C)CC4)[nH]c3=O)C2)cc1OC	-0.1	4	1.2	3
Cc1cc(OCC(=O)Oc2ccc(C3CCCCC3)cc2)cc(C)c1Cl	-0.2	9	-0.9	0
Cn1c(=O)c2c(nc(NCc3ccco3)n2Cc2ccc(F)cc2)n(C)c1=O	0.6	12	0.7	28
Cc1onc(-c2c(Cl)cccc2Cl)c1C(=O)Nc1ccc(C(C)C)cc1	-0.4	3	-0.8	-1
O=C(c1ccccc1)N1CCN(C(=O)c2cccs2)CC1	0.1	3	-0.9	2
CCOC(=O)c1sc(N)c(C(=O)Nc2ccc(C)c(C)c2)c1C	-0.1	11	0.4	-40
Cc1cccc(NS(=O)(=O)c2cccc3cccnc23)c1	0.0	-6	-0.7	-6
Cc1cccnc1C1(O)CCN(C(=O)Cc2ccccc2Cl)CC1	-0.1	-1	2.7	3
O=C(c1nnc(Cc2ccc(F)cc2)o1)N1CCOCC1	-0.1	-5	-0.4	-1
COc1cccc(CNc2nc3ccccc3n3nnnc23)c1	0.0	-3	-0.6	-23
NCCNc1ccc([N+](=O)[O-])c(NC2CC2)c1	-0.2	1	-0.9	12
CCCCOc1ccc(C(=O)Nc2nnc(C(C)C)s2)cc1	-0.1	-6	-0.8	-52
CCCCCC1CCc2nc(/C=C/c3ccccc3)ccc2C1 (stereo not drawn)	0.3	12	6.0*	2
CCCCn1c(SCC(N)=O)nnc1-c1cccs1	0.1	0	0.5	13
CCOC(=O)CNC(=O)c1cccc(NC(=O)c2ccccc2)c1	-0.1	15	1.3	11
Cc1cccc(CS(=O)(=O)CC2Nc3ccc(C(=O)NCc4ccc(Cl)cc4)cc3NC2=O)c1 (stereo not drawn)	0.0	-8	1.2	-1
Cc1ccc(S(=O)(=O)N2CCCOC2CNC(=O)C(=O)NCc2ccccn2)cc1 (stereo not drawn)	0.1	6	2.3	9
CCNc1ccc(C(=O)NN)cc1[N+](=O)[O-]	-0.3	0	2.2	35*

Compound activity deposited in PubChem by The Scripps Research Institute Molecular Screening Center.
